E-selectin induc – E-selectin induction in HUVECs, primary screen, imaging, HUVEC, immunofluorescence imaging, single point; normalized: neutral wells 0, TNF-alpha wells 100; P16581; hit rate 0.37% among 260,000; activation, % at 7.58 µM;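 active = mean E-selectin-positive cell signal at least 10% of the positive control, reached in at least 60% of replicates, without over 20% cell loss; inconclusive = no rule given, readout overlaps actives, possibly toxicity-flagged; inactive = the rest, including those meeting only one limit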;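 note: in these data hits start at about 27%; measured in HUVEC primary endothelial cells; signal is the percent of cells scored E-selectin positive by PE staining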
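Material: HUVEC primary endothelial cells; Amount: 3,000 cells per well; Dosing: single concentration; Medium: EGM-2 growth medium on 0.1% gelatin-coated wells; Read-out basis: percent E-selectin-positive cells; Signal: immunofluorescence imaging; Control set: TNF-alpha, DMSO.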
RAD52 inh – RAD52 DNA annealing inhibitors, primary screen, biochemical, FRET, single point, set 2; DNA repair protein RAD52 homolog (Homo sapiens), P43351; recombinant RAD52 DNA annealing, FRET fluorescence; inhibition, % at 18.7 µM; hit rate 0.46% among 360,000; AID 651710, 2012;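 active = every replicate showing at least 50% inhibition; inconclusive = mean inhibition at least 50% but not in every replicate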
Target sequence (P43351 whole entry, looked up): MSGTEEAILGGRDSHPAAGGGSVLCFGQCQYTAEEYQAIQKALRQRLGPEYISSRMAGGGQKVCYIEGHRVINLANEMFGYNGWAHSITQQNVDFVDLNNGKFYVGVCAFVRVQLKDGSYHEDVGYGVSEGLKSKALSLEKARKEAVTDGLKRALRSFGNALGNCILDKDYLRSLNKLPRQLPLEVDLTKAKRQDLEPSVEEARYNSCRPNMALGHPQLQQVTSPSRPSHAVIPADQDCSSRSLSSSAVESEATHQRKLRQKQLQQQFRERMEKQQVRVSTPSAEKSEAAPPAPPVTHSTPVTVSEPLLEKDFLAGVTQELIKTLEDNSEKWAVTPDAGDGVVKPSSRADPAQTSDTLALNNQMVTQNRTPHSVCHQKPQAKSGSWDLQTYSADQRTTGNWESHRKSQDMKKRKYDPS
S100A4 inh HTS – inhibitors of S100A4-myosin IIA peptide binding, primary screen, biochemical, fluorescence polarization, TAMRA-MyoIIA peptide; AID 652163, 2013; Protein S100-A4 (Homo sapiens), P26447; hit rate 0.14% among 360,000; inhibition, % at 10.7 µM;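 active = mean inhibition of at least 70% across replicates, with every replicate also reaching that level; inconclusive = mean inhibition reaches 70% but some replicates fall short; inactive = mean inhibition below 70%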
Target sequence (P26447 whole entry, looked up): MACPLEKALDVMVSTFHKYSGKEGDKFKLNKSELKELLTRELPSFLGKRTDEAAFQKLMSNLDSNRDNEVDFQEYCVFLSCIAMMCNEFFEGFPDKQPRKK
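System – human S100A4 monomer protein, biochemical binding assay · Buffer or medium – Calcium-containing HEPES buffer, pH 7.2 · Timing – 5 min between mix addition and reading · Also added – TAMRA-labelled myosin IIA heavy-chain peptide probe, 5 nM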
EWS-Fli block – EWS/Fli-driven NR0B1 reporter inhibitors, primary screen, A673 cells, NR0B1 luciferase, luminescence, MLPCN library | inhibition, % at 12.6 µM | viability-normalised | hit rate 0.67% among 350,000;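 active = mean inhibition of at least 50% after viability correction, with every replicate also passing that limit; inconclusive = mean reaches 50% but only one of two replicates passes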;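 note: firefly luciferase signal divided by Alamar Blue viability fluorescence both relative to DMSO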
FN deposition inh – inhibitors of fibronectin matrix deposition, primary screen, AH1F cells, Alexa488-fibronectin fluorescence, plate reader. AH1F fibroblasts, overnight. inhibition, % at 12.6 µM. hit rate 0.086% among 350,000. AID 743247, 2014;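 active = mean inhibition across replicates of 30% or more, regardless of how many single replicates reach that level; inconclusive = mean under 30% yet at least half of replicates reach 30%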;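 note: positive control wells lacked labelled fibronectin entirely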
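Material: AH1F fibroblast monolayer depositing Alexa488-labelled fibronectin into matrix / Amount: 10000 AH1F cells per well / Signal: fluorescence 485/525 nm / Medium: DMEM, 2% serum / Compound: single dose, pinned / Incubation: 1 h cell adhesion before compound, then overnight fibronectin incubation / Reagent: Alexa488-FN, 24 nM final / Read-out: inhibition of fibronectin deposition signal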
Xi reactivation – activators of inactive X chromosome reactivation, primary screen, imaging, XiGFP fibroblasts, GFP high-content imaging, set 2 | XiGFP mouse fibroblasts, % GFP-positive cells imaging, 3 d; cells co-treated with 5-aza-dC sensitizer; scaled so ellipticine positive control = 100% | hit rate 0.055% among 360,000 | activation, % at 7.58 µM;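 active = mean normalized replicate activation at least 10% and every replicate at or above 10%; inconclusive = only one of the two criteria met; inactive = mean below 10% and not all replicates reach 10%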;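 note: 0% = median of on-plate neutral control wells and 100% = ellipticine 6 µM median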
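Material: SV40-immortalized XiGFP fibroblast cells, line 68-5-11 | Buffer or medium: DMEM containing 5-aza-dC | Dosing: One concentration, pinned | Times: 3 d treatment, 15 min room-temperature fixation | Controls: Ellipticine 6 µM positive control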
esBAF inh – Bmi1 luciferase reporter increase in mESCs, primary screen, esBAF inhibitor project, mouse ES cells, Bmi1 luciferase knock-in, single point; hit rate 2% among 350,000; reporter increase, % at 12.5 µM; 24 h; 100% = twice the neutral-well signal; in the data active = activation above about 40%; inconclusive = no clear call, values can overlap the other calls;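 note: 0% = median of the plate's neutral control wells and 100% = double that signal; a rise in the Bmi1 reporter signal indicates esBAF inhibition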
RAD54 inh – inhibitors of human RAD54 branch migration, primary screen, biochemical, fluorescence, single point; DNA repair and recombination protein RAD54-like (Homo sapiens), Q92698; RAD54 Holliday junction branch migration, FAM/BHQ fluorescence; inhibition, % at 10.4 µM; hit rate 0.14% among 360,000; AID 602329, 2012;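 active = mean normalized replicate activity at least 40 and at least half of replicates scoring 40 or more; inconclusive = only one of the two criteria met; inactive = mean below 40 and under half of replicates reaching 40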;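 note: 0% = median of neutral control wells and 100% = median of positive control wells; inhibitors cause a drop in the FAM fluorescence signal; in these data hits start at about 50%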
An asterisk follows results filed as active; ? = inconclusive; nt = no result given; & = joins results of further samples.

Letter code: A = E-selectin induc; B = RAD52 inh; C = S100A4 inh HTS; D = EWS-Fli block; E = FN deposition inh; F = Xi reactivation; G = esBAF inh; H = RAD54 inh
COc1ccc(/C=C/C(=O)O)cc1
  A: nt; B: -13; C: -1; D: -10; E: nt; F: nt; G: 1; H: 2
CCCCCCCCCCCC(=O)O
  A: nt; B: -5; C: 1; D: 6; E: nt; F: nt; G: -8; H: -16
O=C1Cc2c([nH]c3ccc([N+](=O)[O-])cc23)-c2ccccc2N1
  A: -0.2; B: -1; C: 0; D: -39; E: -1; F: 0.4; G: nt; H: nt
Cc1[nH]c2ccccc2c1/C=N/NC(N)=S
  A: -0.5; B: -3; C: 1; D: 2; E: 11; F: -0.1; G: nt; H: nt
COC(c1ccccc1)(c1ccccc1)C(Oc1nc(C)cc(C)n1)C(=O)O (configuration not stated)
  A: nt; B: -18; C: 0; D: 4; E: 1; F: 0.2; G: -7; H: 1
CCCCCCCC/C=C\CCCCCCCC(=O)O
  A: -2.5; B: -11; C: -1; D: -3; E: -15; F: 0.2; G: 0; H: nt
NC(=NCc1ccccc1)NC(=O)c1nc(Cl)c(N)nc1N
  A: 0.1; B: 50*; C: -5; D: -32; E: 8; F: 0.1; G: -2; H: ?
O=C(Nc1ccc(C(=O)O)c(O)c1)c1ccccc1
  A: nt; B: -2; C: 9; D: 6; E: 4; F: 0.0; G: -4; H: 2
COc1ccc(CN2CCN(C(c3ccc(F)cc3)c3ccc(F)cc3)CC2)c(OC)c1OC
  A: 0.9; B: -4; C: 5; D: 5; E: -2; F: 0.2; G: -10; H: 0
NC(N)=NC(=O)Cc1c(Cl)cccc1Cl
  A: -0.1; B: -3; C: -4; D: -19; E: -12; F: -0.2; G: -2; H: 1
NNC(=O)CP(=O)(c1ccccc1)c1ccccc1
  A: -0.2; B: 0; C: 0; D: -8; E: -8; F: -0.1; G: -2; H: 5
Cc1cccc(C)c1NC(=O)C1CCCCN1C (configuration not stated)
  A: 0.2; B: 7; C: 0; D: 6; E: -8; F: -0.1; G: -1; H: 2
COc1cc2nc(N3CCN(C(=O)[C@H]4COc5ccccc5O4)CC3)nc(N)c2cc1OC
  A: 0.0; B: 5; C: 2; D: 3; E: -9; F: 1.1; G: -7; H: 28
COc1ccc2ccc(=O)oc2c1
  A: nt; B: -10; C: -4; D: -6; E: nt; F: nt; G: -1; H: -3
CCCCC1C(=O)N(c2ccccc2)N(c2ccccc2)C1=O
  A: 4.8; B: -16; C: -12&17; D: -7; E: 9&-5; F: -0.1; G: 4; H: 11
O=c1cc(-c2ccc(O)cc2)oc2cc(O[C@@H]3O[C@H](CO)[C@@H](O)[C@H](O)[C@H]3O[C@@H]3OC[C@](O)(CO)[C@H]3O)cc(O)c12
  A: -0.2; B: -14; C: -5; D: -6; E: -1; F: 0.4; G: -6; H: 26
COc1ccc2nc(NC(=O)Nc3ccccc3)sc2c1
  A: 0.0; B: -21; C: -1&1; D: -8; E: -3; F: -0.1; G: -29; H: 7
CC(=O)Nc1ccccc1
  A: -0.1; B: -13; C: 0; D: -9; E: 2; F: 0.2; G: 1; H: 3
CCCOC(=O)c1ccc(O)cc1
  A: nt; B: -5; C: -7; D: -9; E: nt; F: nt; G: 7; H: 0
Cn1c(=O)c2c(ncn2CCO)n(C)c1=O
  A: 0.5; B: -11; C: -8; D: 0; E: 1; F: 0.0; G: -3; H: -3
CC(O)CC(=O)O (configuration not stated)
  A: nt; B: -317; C: 0; D: 3; E: nt; F: nt; G: -1; H: 0
C=C1c2cccc(O)c2C(O)=C2C(=O)[C@]3(O)C(O)=C(C(N)=O)C(=O)[C@@H](N(C)C)[C@@H]3[C@@H](O)[C@H]12
  A: nt; B: 2; C: 7; D: -4; E: nt; F: nt; G: 3; H: -7
CC(=O)Nc1ccc(O)cc1
  A: nt; B: 1; C: 2; D: -11; E: nt; F: nt; G: -2; H: -14
O=c1ccn([C@H]2C[C@H](O)[C@@H](CO)O2)c(=O)[nH]1
  A: nt; B: -1; C: 1; D: -10; E: nt; F: nt; G: -1; H: -2
COC(=O)C1=CO[C@@H](OC2OC(CO)C(O)C(O)C2O)[C@@H]2[C@@H](C)[C@@H](O)C[C@H]12 (some centres not stated)
  A: nt; B: 0; C: -3; D: 7; E: nt; F: nt; G: -3; H: -4
COc1cc([C@H]2Oc3cc([C@H]4Oc5cc(O)cc(O)c5C(=O)[C@@H]4O)ccc3O[C@@H]2CO)ccc1O
  A: -2.3; B: 3; C: 1; D: 17; E: -10; F: -0.1; G: 1; H: 1
Nc1c2c(nc3ccccc13)CCCC2O (configuration not stated)
  A: -0.2; B: -2; C: 11; D: -10; E: 1; F: 0.0; G: 1; H: 14
C/C=C(/C)C(=O)OC1c2c(ccc3ccc(=O)oc23)OC(C)(C)C1OC(=O)/C(C)=C\C (configuration not stated)
  A: nt; B: -11; C: 15; D: 10; E: nt; F: nt; G: -27; H: -1
CCn1cc(C(=O)O)c(=O)c2cc(F)c(N3CCNCC3)nc21
  A: 0.0; B: -4; C: 4; D: 0; E: 3; F: -0.1; G: 6; H: 3
Nc1ncnc2nc[nH]c12
  A: -0.5&0.2; B: -13&-7&-14; C: 6&0&-1; D: -16&-34&-22; E: 8&1; F: 0.0&1.1; G: -2&-4&1; H: -3&-4&-3

In the list so far, these contain fluorine.
Letter code: A = E-selectin induc; B = RAD52 inh; C = S100A4 inh HTS; D = EWS-Fli block; E = FN deposition inh; F = Xi reactivation; G = esBAF inh; H = RAD54 inh
COc1ccc(CN2CCN(C(c3ccc(F)cc3)c3ccc(F)cc3)CC2)c(OC)c1OC
  A: 0.9; B: -4; C: 5; D: 5; E: -2; F: 0.2; G: -10; H: 0
CCn1cc(C(=O)O)c(=O)c2cc(F)c(N3CCNCC3)nc21
  A: 0.0; B: -4; C: 4; D: 0; E: 3; F: -0.1; G: 6; H: 3

(cont.)
Letter code: A = E-selectin induc; B = RAD52 inh; C = S100A4 inh HTS; D = EWS-Fli block; E = FN deposition inh; F = Xi reactivation; G = esBAF inh; H = RAD54 inh
CN(C)CCOc1ccccc1Cc1ccccc1
  A: -0.2; B: 1; C: 3; D: 0; E: -9; F: 0.0; G: -8; H: 1
CC1OC(CC(=O)O)CC2=C1C(=O)c1c(O)cccc1C2=O (configuration not stated)
  A: 0.5; B: -8; C: -3; D: 32; E: 59*; F: 4.1; G: nt; H: nt
Cc1cc(C)cc(OCC2CNC(=O)O2)c1 (configuration not stated)
  A: -0.1; B: -1; C: 25; D: -5; E: -10; F: -0.1; G: nt; H: -1
COc1ccc(/C=N/NC(=O)c2ccncc2)cc1OC
  A: 0.8; B: -9; C: 1; D: nt; E: 5; F: -0.1; G: -2; H: 13
C[C@@H]1C[C@H]2[C@@H]3C[C@H](F)C4=CC(=O)C=C[C@]4(C)[C@@]3(F)[C@@H](O)C[C@]2(C)[C@@]1(O)C(=O)COC(=O)C(C)(C)C
  A: 0.3; B: 11; C: -21; D: -7; E: -4; F: 0.5; G: 0; H: 13
CNc1c2c(nn1C)CCCC2
  A: 1.1; B: 9&-12; C: 1&-8; D: -1&-9; E: -3&2; F: 0.0&0.8; G: 3&-2; H: -1&8
CC12CCC(=O)C=C1CCC1C2CCC2(C)C1CC[C@]2(O)C(=O)CO (some centres not stated)
  A: -0.3; B: -1; C: -9; D: 7; E: 2; F: 0.0; G: -5; H: -11
C[C@H]1c2cccc(O)c2C(O)=C2C(=O)[C@]3(O)C(O)=C(C(N)=O)C(=O)[C@@H](N(C)C)C3[C@@H](O)C21 (some centres not stated)
  A: 1.4; B: 11; C: -3; D: -7; E: -12; F: 0.2; G: 11; H: 12
C/C=C(/C)C(=O)O[C@@H]1c2cc(OC)c(OC)c(OC)c2-c2c(cc3c(c2OC)OCO3)C[C@H](C)[C@]1(C)O
  A: -0.1; B: -3; C: 1; D: -2; E: -15; F: -0.1; G: -12; H: 8
O=C(O)CNC(=O)c1ccccc1
  A: -2.2&-0.1; B: 2&-2; C: -4&-3; D: 2&-6; E: 2&-3; F: 0.2&-0.1; G: -3; H: 1
CC[C@]1(O)C[C@@H]2CN(CCc3c([nH]c4ccccc34)[C@@](C(=O)OC)(c3cc4c(cc3OC)N(C)[C@H]3[C@@](O)(C(=O)OC)[C@H](OC(C)=O)[C@]5(CC)C=CCN6CC[C@]43[C@@H]65)C2)C1
  A: -0.3; B: -23; C: -16; D: 63*; E: -24; F: 0.4; G: -9; H: -7
CC(C)(CO)C(O)C(=O)NCCCO (configuration not stated)
  A: -0.3; B: 8; C: 6; D: 13; E: 2; F: -0.1; G: -2; H: 4
O=C(O)C(O)C(O)C(O)C(O)C(=O)O (configuration not stated) (tested in a mixture with another compound)
  A: 1.7; B: -7; C: 1; D: 3; E: -1; F: 0.3; G: -2; H: 3
O=C(O)/C=C/c1ccc(O)cc1
  A: nt; B: -7; C: 15; D: 1; E: nt; F: nt; G: -2; H: -1
COc1c(O)cc2c(c1O)[C@@H]1O[C@H](CO)[C@@H](O)[C@H](O)C1OC2=O (some centres not stated)
  A: nt; B: 1; C: 1; D: -1; E: nt; F: nt; G: 6; H: 0
CCc1c2c(nc3ccc(OC(=O)N4CCC(N5CCCCC5)CC4)cc13)-c1cc3c(c(=O)n1C2)COC(=O)[C@]3(O)CC
  A: -0.2; B: 22; C: 9; D: 64*; E: -8; F: 0.7; G: -14; H: 15
COc1ccc(-n2[nH]c3c(cnc4ccccc43)c2=O)cc1
  A: -0.3; B: -11; C: -2; D: -81; E: -5; F: 0.0; G: nt; H: nt
COc1c(O)cc2c(c1O)[C@@H]1OC(CO)C(O)C(O)[C@H]1OC2=O (some centres not stated)
  A: 0.3; B: 5; C: 2; D: -17; E: 2; F: -0.1; G: -1; H: 9
CCOC(=O)NNc1nncc2ccccc12
  A: -2.2; B: -5; C: 1; D: -9; E: -5; F: 0.5; G: -2; H: 0
CCCCOc1ccc(CC(=O)NO)cc1
  A: -0.1; B: -7; C: -9&-1; D: 9; E: -4&8; F: -0.1; G: 0; H: 10

Profiles as entered above. Order of screens: E-selectin induc | RAD52 inh | S100A4 inh HTS | EWS-Fli block | FN deposition inh | Xi reactivation | esBAF inh | RAD54 inh
Profile of COc1ccc(-n2[nH]c3c(cnc4ccccc43)c2=O)cc1 : -0.3 | -11 | -2 | -81 | -5 | 0.0 | nt | nt
Profile of CCOC(=O)NNc1nncc2ccccc12 : -2.2 | -5 | 1 | -9 | -5 | 0.5 | -2 | 0

Assay outcomes: PubChem BioAssay, Broad Institute

A portion of the library, so the mix of outcomes need not match the whole.
